Screening results as filed in PubChem BioAssay.
DENV2 CPE rescue = inhibitors of DENV2 cytopathic effect; AID 651640; CPE inhibition, % at 9.99 µM; DENV2-infected cells, cytopathic effect rescue, plate reader; hit rate 1.7% among 350,000; in the data active = CPE inhibition above about 20%, passing the limit was not always enough; inconclusive = no clear call, values can overlap the other calls; tested in BHK-21 cells;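 note: 0% = median of neutral control wells and 100% = median of positive control wells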
F508del corr = correctors of CFTR F508del function in bronchial epithelial cells | CFBE cells, YFP halide quenching; stimulated with forskolin plus potentiator P3; % fluorescence drop versus neutral controls | activity (quench increase), % at 7.58 µM | hit rate 0.36% among 350,000;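 active = mean added fluorescence quench of at least 8% versus neutral control, with both replicates also reaching 8%; inconclusive = only one of the mean or replicate conditions met; inactive = mean below 8% and not both replicates reaching 8%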;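 note: cells transiently co-express mutant CFTR-F508del with the halide-sensitive YFP; corrector assay measuring rescue of mutant channel to the surface after 24 h compound exposure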
INS-1E GSIS act = GLuc luminescence reporter in INS-1E cells, primary screen for activators of glucose-dependent secretion of insulin. INS-1E GLuc reporter insulin secretion, 2-3 h. activation, % at 16.6 µM. hit rate 0.61% among 370,000. AID 743287;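 active = lowest replicate activation of at least 40%, so every replicate reaches that level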;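 note: 0% = median of neutral control wells and 100% = median of IBMX positive control wells; some compounds called inactive have numbers as strong as hits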
Casp6 inh = caspase-6 (human) enzyme inhibition. hit rate 0.53% among 350,000. purified caspase-6, Z-VEID-R110 cleavage fluorescence. inhibition, % at 12.5 µM. P55212;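 active = mean inhibition across replicates at least about 35%, with every replicate also reaching that limit, limit read from the data; inconclusive = only one of the two criteria met; inactive = neither criterion met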;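 note: 0% = median of neutral control wells and 100% = no fluorescence left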
Target sequence (P55212 24-179 limits assumed): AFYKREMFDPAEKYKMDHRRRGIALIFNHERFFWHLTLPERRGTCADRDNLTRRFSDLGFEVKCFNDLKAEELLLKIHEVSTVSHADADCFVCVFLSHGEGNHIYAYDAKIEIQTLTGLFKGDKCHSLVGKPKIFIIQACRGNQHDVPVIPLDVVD
Target sequence (P55212 194-293 limits assumed): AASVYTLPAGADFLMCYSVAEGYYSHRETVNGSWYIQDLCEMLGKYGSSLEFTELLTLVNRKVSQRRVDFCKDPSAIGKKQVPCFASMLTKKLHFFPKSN
E-sel inducer = induces E-selectin expression in human endothelial cells | HUVEC E-selectin immunofluorescence imaging; normalized: neutral wells 0, TNF-alpha wells 100 | hit rate 0.37% among 260,000 | activation, % at 7.58 µM;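 active = mean E-selectin-positive cell signal at least 10% of the positive control, reached in at least 60% of replicates, without over 20% cell loss; inconclusive = no rule given, readout overlaps actives, possibly toxicity-flagged; inactive = the rest, including those meeting only one limit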;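 note: in these data hits start at about 27%; measured in HUVEC primary endothelial cells; signal is the percent of cells scored E-selectin positive by PE staining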
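material = human umbilical vein endothelial cells (HUVEC), E-selectin induction | quantity = 3,000 cells/well | medium = EGM-2 growth medium on 0.1% gelatin-coated wells | technique = immunofluorescence imaging | read-out basis = % PE-positive cells | control set = TNF-alpha positive control, DMSO neutral control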
Xi reactivation = activators of X-chromosome reactivation in mouse fibroblasts; XiGFP mouse fibroblasts, % GFP-positive cells imaging, 3 d; cells co-treated with 5-aza-dC sensitizer; scaled so ellipticine positive control = 100%; activation, % at 7.58 µM; hit rate 0.055% among 360,000; AID 743238;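 active = mean normalized replicate activation at least 10% and every replicate at or above 10%; inconclusive = only one of the two criteria met; inactive = mean below 10% and not all replicates reach 10%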;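 note: 0% = median of on-plate neutral control wells and 100% = ellipticine 6 µM median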
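Material: SV40-immortalized XiGFP fibroblast cells, line 68-5-11 | Buffer or medium: DMEM containing 5-aza-dC | Dosing: One concentration, pinned | Times: 3 d treatment, 15 min room-temperature fixation | Controls: Ellipticine 6 µM positive control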
RAD54 inh = inhibitors of human RAD54 branch migration | hit rate 0.14% among 360,000 | Q92698 | inhibition, % at 10.4 µM | RAD54 Holliday junction branch migration, FAM/BHQ fluorescence | AID 602329;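 active = mean normalized replicate activity at least 40 and at least half of replicates scoring 40 or more; inconclusive = only one of the two criteria met; inactive = mean below 40 and under half of replicates reaching 40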;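 note: 0% = median of neutral control wells and 100% = median of positive control wells; inhibitors cause a drop in the FAM fluorescence signal; in these data hits start at about 50%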
Target sequence (Q92698 whole entry, looked up): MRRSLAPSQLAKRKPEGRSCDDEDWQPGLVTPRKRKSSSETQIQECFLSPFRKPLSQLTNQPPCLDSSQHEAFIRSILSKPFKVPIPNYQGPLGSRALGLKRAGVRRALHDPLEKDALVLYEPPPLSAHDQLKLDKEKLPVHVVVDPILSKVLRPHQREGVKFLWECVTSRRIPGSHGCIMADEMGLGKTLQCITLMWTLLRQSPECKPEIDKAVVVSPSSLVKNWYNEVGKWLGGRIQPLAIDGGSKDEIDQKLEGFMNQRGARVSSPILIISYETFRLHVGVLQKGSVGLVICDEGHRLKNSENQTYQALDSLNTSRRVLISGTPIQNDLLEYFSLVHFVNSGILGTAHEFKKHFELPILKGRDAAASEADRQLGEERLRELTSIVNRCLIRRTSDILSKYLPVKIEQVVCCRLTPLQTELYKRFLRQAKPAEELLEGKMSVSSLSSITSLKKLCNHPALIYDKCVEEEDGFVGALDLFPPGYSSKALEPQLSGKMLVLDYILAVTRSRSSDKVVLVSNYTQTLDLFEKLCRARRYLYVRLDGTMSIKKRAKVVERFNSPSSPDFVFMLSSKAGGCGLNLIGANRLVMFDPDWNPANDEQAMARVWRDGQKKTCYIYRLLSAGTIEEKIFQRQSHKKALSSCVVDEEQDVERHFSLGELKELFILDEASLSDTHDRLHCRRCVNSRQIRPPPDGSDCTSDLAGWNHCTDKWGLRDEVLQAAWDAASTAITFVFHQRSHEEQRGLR
RAD52 inh = inhibitors of human RAD52 DNA annealing; P43351; recombinant RAD52 DNA annealing, FRET fluorescence; inhibition, % at 18.7 µM; hit rate 0.46% among 360,000; AID 651710;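 active = every replicate showing at least 50% inhibition; inconclusive = mean inhibition at least 50% but not in every replicate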
Numbers without * were called inactive. Hits appear at their usual frequency; about 3.7% have a hit in one of these screens.

Screening CC(C)(C)NC(=O)C[C@H]1C[C@H](C(=O)N2CCCCC2)[C@@]2(C)c3[nH]c4cc(-c5ccco5)ccc4c3CCN2C1=O returned DENV2 CPE rescue -1, F508del corr 1.9, INS-1E GSIS act -3, Casp6 inh 5, E-sel inducer -0.8, Xi reactivation 0.0, RAD54 inh 4 and RAD52 inh -9.
Screening Cc1ccc(-c2cnc3c(c2)C(=O)N([C@@H](C)CO)C[C@@H](C)[C@@H](CN(C)C(=O)c2cccnc2)O3)cc1 returned DENV2 CPE rescue 8, F508del corr -0.9, INS-1E GSIS act 11, Casp6 inh 3, E-sel inducer -0.4, Xi reactivation -0.2, RAD54 inh 11 and RAD52 inh -6.
`C[C@H](CO)N1C[C@H](C)[C@H](CN(C)S(=O)(=O)c2ccc(Cl)cc2)Oc2c(NC(=O)NC3CCCCC3)cccc2C1=O` gave DENV2 CPE rescue -19, F508del corr -3.2, Casp6 inh 21, Xi reactivation -0.1, RAD54 inh 6 and RAD52 inh -20.
O=C(Cn1cncn1)N/N=C/c1ccccc1O was read as DENV2 CPE rescue 2, F508del corr 3.3, INS-1E GSIS act 21, Casp6 inh -4, Xi reactivation 0.0 and RAD52 inh -23.
CO[C@@H]1CN(C)C(=O)c2ccc(NC(=O)C3CC3)cc2OC[C@H](C)N(Cc2cccnc2)C[C@H]1C was read as DENV2 CPE rescue -1, F508del corr 2.2, INS-1E GSIS act -7, Casp6 inh 7, E-sel inducer 0.1, Xi reactivation 0.2, RAD54 inh 5 and RAD52 inh 7.
Screening CCCC(=O)N1CCC2(CC1)CN(C(=O)Nc1ccc(F)cc1)[C@@H](CO)c1c2c2ccc(OC)cc2n1C returned DENV2 CPE rescue -7, F508del corr 0.4, INS-1E GSIS act -22, E-sel inducer -0.3 and Xi reactivation 0.2.
COc1ccc(S(=O)(=O)Nc2ccccc2C(=O)N2CCOCC2)cc1OC was read as DENV2 CPE rescue 6, F508del corr 1.4, INS-1E GSIS act 3, Casp6 inh -1, E-sel inducer 0.0, Xi reactivation 0.4, RAD54 inh 1 and RAD52 inh -3.
`Clc1ccccc1OCc1nn[nH]n1` gave DENV2 CPE rescue 0, F508del corr -0.6, Casp6 inh -4, Xi reactivation 0.3 and RAD52 inh 3.
Screening O=C(OCC(=O)N1CCCCCC1)c1ccc([N+](=O)[O-])cc1Cl returned DENV2 CPE rescue -5, F508del corr 0.4, INS-1E GSIS act -2, Casp6 inh -1, E-sel inducer 0.1, Xi reactivation 0.0 and RAD52 inh -6.
`O=S(=O)(c1ccccc1)N1CCCCN2[C@@H](CO)[C@H](c3ccc(C#Cc4ccccc4)cc3)[C@@H]2C1` gave DENV2 CPE rescue 22*, F508del corr 2.7, INS-1E GSIS act -15, Casp6 inh 1, E-sel inducer -0.1, Xi reactivation 0.3, RAD54 inh 6 and RAD52 inh -4.
For CN(C(=O)c1cccc(C#N)c1)c1nnc(-c2cnccn2)s1 the results were INS-1E GSIS act 3, Casp6 inh 1, RAD54 inh 2 and RAD52 inh -13.
`C[C@H]1CCCCO[C@@H](CN(C)Cc2ccccc2)[C@@H](C)CN([C@@H](C)CO)C(=O)c2cc(NS(=O)(=O)c3cccs3)ccc2O1` gave DENV2 CPE rescue 1, F508del corr 0.4, INS-1E GSIS act -12, Casp6 inh 3, Xi reactivation 0.1, RAD54 inh 2 and RAD52 inh 9.
COc1ccc(NC(=O)Nc2ccc3c(c2)C(=O)N([C@@H](C)CO)C[C@@H](C)[C@H](CN(C)S(=O)(=O)c2ccc(F)cc2)O3)cc1 was read as DENV2 CPE rescue -24, F508del corr 2.1, INS-1E GSIS act -19, E-sel inducer -11, Xi reactivation -0.1 and RAD54 inh 11.
O=C(CCc1nnc(CCCCc2ccccc2)o1)NCCC1CCCCO1 (configuration not stated) was read as DENV2 CPE rescue -5, F508del corr -2.3, INS-1E GSIS act -13, Casp6 inh -2, Xi reactivation 0.0 and RAD52 inh -11.
For COc1ccc(C#Cc2cnc3c(c2)C(=O)N([C@@H](C)CO)C[C@H](C)[C@H](CN(C)CC2CCOCC2)O3)cc1 the results were DENV2 CPE rescue -1, F508del corr -4.0, INS-1E GSIS act -8, Casp6 inh 0, E-sel inducer -0.4, Xi reactivation -0.6, RAD54 inh 11 and RAD52 inh -6.
Screening C[C@@H]1CN([C@@H](C)CO)C(=O)Cc2cc(NC(=O)CCCN(C)C)ccc2O[C@H]1CN(C)S(=O)(=O)c1ccc(Cl)cc1 returned DENV2 CPE rescue 10, F508del corr 0.9, INS-1E GSIS act 5, Casp6 inh -23, E-sel inducer 0.1, Xi reactivation -0.7, RAD54 inh -5 and RAD52 inh 7.
Screening COc1ccc(SC[C@H](Cc2ccccc2)N2CC[C@@H](NC(=O)OCc3ccccc3)CCC2=O)cc1 returned DENV2 CPE rescue inconclusive, F508del corr 3.9, INS-1E GSIS act -31, Casp6 inh 0, E-sel inducer -0.1, Xi reactivation -0.1, RAD54 inh -2 and RAD52 inh -4.
Screening FC(F)C(F)(F)Oc1cccc(-c2n[nH]c(=S)n2Cc2ccccc2)c1 returned DENV2 CPE rescue 11, F508del corr 0.1, INS-1E GSIS act 17, Casp6 inh 1, Xi reactivation 0.3, RAD54 inh -1 and RAD52 inh -7.
For Cc1nc2ccc(S(=O)(=O)Nc3cccc(-c4nc5cccnc5s4)c3)cc2s1 the results were DENV2 CPE rescue 1, F508del corr -3.2, INS-1E GSIS act -31, Casp6 inh 0, E-sel inducer 0.0, Xi reactivation -0.1, RAD54 inh 11 and RAD52 inh -25.
Screening O=C(c1cccc(-c2ccccc2F)c1)N1CC[C@@H](N2CCC(O)CC2)[C@H](O)C1 returned DENV2 CPE rescue inconclusive, F508del corr -1.6, INS-1E GSIS act -2, Casp6 inh 1, E-sel inducer -0.9, Xi reactivation 0.0, RAD54 inh -11 and RAD52 inh -23.
Screening CCCCN1CCC(COC(=O)c2cc(Cl)c(N)c3c2OCCO3)CC1 returned DENV2 CPE rescue -2, F508del corr -10, Casp6 inh 5, E-sel inducer 1.2, Xi reactivation -0.2, RAD54 inh -1 and RAD52 inh 2.
`COc1ccc(S(=O)(=O)N2CCCCCC2)cc1C(=O)N(C)Cc1c(F)cccc1Cl` gave DENV2 CPE rescue 1, F508del corr 3.1, INS-1E GSIS act -16, Casp6 inh -66, Xi reactivation -0.1, RAD54 inh -8 and RAD52 inh 14.
`COc1cc(C(=O)Nc2ccc(C)cc2C(NCC(=O)NN)c2ccccc2)cc(OC)c1OC` (configuration not stated) gave DENV2 CPE rescue 1, F508del corr 3.3, INS-1E GSIS act -30, Casp6 inh -4, E-sel inducer 0.1, Xi reactivation 0.4, RAD54 inh -2 and RAD52 inh -5.
Screening CCS(=O)(=O)N[C@H]1C=C[C@@H](CC(=O)NC2Cc3ccccc3C2)O[C@H]1CO returned DENV2 CPE rescue -2, F508del corr 0.5, Casp6 inh 5, RAD54 inh 0 and RAD52 inh -15.
For C[C@@H]1CN([C@@H](C)CO)S(=O)(=O)c2ccc(-c3cncnc3)cc2O[C@H]1CN(C)C(=O)C1CCCCC1 the results were DENV2 CPE rescue 19, F508del corr 1.8, INS-1E GSIS act 1, Casp6 inh -2, E-sel inducer -0.1, Xi reactivation -0.4, RAD54 inh -2 and RAD52 inh 6.
Screening CC(=O)c1ccc(NC(=O)/C(C#N)=C/c2ccncc2)cc1 returned DENV2 CPE rescue -6, F508del corr -3.1, INS-1E GSIS act -8, Casp6 inh 5, Xi reactivation 0.2, RAD54 inh -10 and RAD52 inh -8.
For C[C@@H]1CN([C@@H](C)CO)S(=O)(=O)c2ccc(-c3ccncc3)cc2O[C@@H]1CN(C)Cc1ccccn1 the results were DENV2 CPE rescue 12, F508del corr 0.6, INS-1E GSIS act 4, Casp6 inh 4, E-sel inducer -0.1, Xi reactivation 0.2, RAD54 inh -3 and RAD52 inh -14.
For Cc1cccc(S(=O)(=O)N[C@H]2CC[C@@H](CCNS(=O)(=O)c3ccccc3F)O[C@H]2CO)c1 the results were DENV2 CPE rescue -4, F508del corr 0.1, INS-1E GSIS act -10, Casp6 inh 2, E-sel inducer 0.2, Xi reactivation 0.3, RAD54 inh 6 and RAD52 inh 2.
Screening CN1CCN(C(CNS(=O)(=O)c2ccc([N+](=O)[O-])cc2)c2ccc(F)cc2)CC1 (configuration not stated) returned DENV2 CPE rescue 7, F508del corr -3.1, INS-1E GSIS act -6, Casp6 inh -4, Xi reactivation 0.4, RAD54 inh 4 and RAD52 inh 3.
For Cc1ccc(S(=O)(=O)N2CCOCC2)cc1C(=O)Nc1ccccc1N1CCCC1 the results were DENV2 CPE rescue -12, F508del corr -1.1, INS-1E GSIS act -8, Casp6 inh 3, E-sel inducer -1.1, Xi reactivation -0.8, RAD54 inh 0 and RAD52 inh -5.

For reference, some entries already given:
For C[C@@H]1CN([C@@H](C)CO)S(=O)(=O)c2ccc(-c3ccncc3)cc2O[C@@H]1CN(C)Cc1ccccn1 the results were DENV2 CPE rescue 12, F508del corr 0.6, INS-1E GSIS act 4, Casp6 inh 4, E-sel inducer -0.1, Xi reactivation 0.2, RAD54 inh -3 and RAD52 inh -14.
For Cc1cccc(S(=O)(=O)N[C@H]2CC[C@@H](CCNS(=O)(=O)c3ccccc3F)O[C@H]2CO)c1 the results were DENV2 CPE rescue -4, F508del corr 0.1, INS-1E GSIS act -10, Casp6 inh 2, E-sel inducer 0.2, Xi reactivation 0.3, RAD54 inh 6 and RAD52 inh 2.

Further records follow.
Screening COc1ccc(/C=N/NC(=O)c2cccnc2)cc1CN1CCc2ccccc2C1 returned DENV2 CPE rescue -2, F508del corr 2.9, INS-1E GSIS act -9, Casp6 inh 1, E-sel inducer 7.4, Xi reactivation 0.0, RAD54 inh 8 and RAD52 inh 3.
Screening C[C@@H]1CN([C@@H](C)CO)C(=O)Cc2cc(NC(=O)Nc3cccc4ccccc34)ccc2O[C@@H]1CN(C)C returned DENV2 CPE rescue 2, F508del corr -1.7, INS-1E GSIS act 8, Casp6 inh -1, E-sel inducer -3.3, Xi reactivation 0.0, RAD54 inh -3 and RAD52 inh 8.
`O=C(C1CCOCC1)N1CC(=O)N2[C@H](CO)[C@H](c3ccc(C#Cc4cccc(F)c4)cc3)[C@H]2C1` gave DENV2 CPE rescue 18, F508del corr 4.5, INS-1E GSIS act -3, Casp6 inh -2, E-sel inducer -0.2, Xi reactivation 0.1 and RAD52 inh 10.
Cc1cccn2cc(-c3ccc4c(c3)NC(=O)CO4)nc12 was read as DENV2 CPE rescue -7, F508del corr -2.0, INS-1E GSIS act -2, Casp6 inh -1, Xi reactivation -0.2, RAD54 inh 10 and RAD52 inh 2.
Cc1ccc(C2Nc3cccc4cccc(c34)N2)cc1 was read as DENV2 CPE rescue 5, F508del corr 0.7, INS-1E GSIS act 0, Casp6 inh 3, Xi reactivation 0.0, RAD54 inh -11 and RAD52 inh -10.
Cc1noc(C)c1NC(=O)N(C)C[C@@H]1OCCCC[C@@H](C)Oc2ccc(NC(=O)C3CCCCC3)cc2C(=O)N([C@H](C)CO)C[C@H]1C was read as DENV2 CPE rescue -4, F508del corr -0.2, INS-1E GSIS act -8, Casp6 inh 7, E-sel inducer -0.3, Xi reactivation 0.0, RAD54 inh 7 and RAD52 inh 8.
